CHO-K1 Ca antag: M1 antagonist counterscreen hit in parental CHO-K1 cells; ATP-induced calcium, Fluo-8 fluorescence; inhibition, % at 3 µM; hit rate 0.6% among 360,000; AID 602250;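 active = inhibition above a per-plate cutoff, the plate's mean sample inhibition plus 3 SD, cut at about 24% in these data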;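 also: 0% = DMSO plus EC80 ATP and 100% = DMSO alone without ATP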
M1 ag parental: counter-screen for M1 agonists: effect in parental CHO-K1 cells; Fluo-8 calcium fluorescence; scaled to maximal ATP response, vehicle zero; AID 602248; hit rate 0.48% among 360,000; activation, % at 3 µM; in the data active = activation above about 15%;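 also: untransfected CHO-K1 host cells lacking M1 receptor as counterscreen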
CHO-K1 Ca PAM: nonselective activator or artifact in parental CHO-K1 calcium assay; ATP EC20, Fluo-8 calcium fluorescence; 0% at ATP EC20, 100% at ATP max; activation, % at 3 µM; hit rate 0.02% among 360,000;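 active = activation above the run cutoff, the mean activation of all test compounds plus 3 SD, cut at about 40% in these data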;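 also: peak over basal fluorescence ratio in a 140 s read after ATP addition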
OXTR potentiate: potentiates the human oxytocin receptor response; P30559; CHO-OTR cells, Fluo-8 calcium fluorescence, potentiator mode; 0% = oxytocin EC15, 100% = EC100; activation, % at 3 µM; hit rate 0.061% among 320,000;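 active = activation above that plate's cutoff, the mean activation of tested compounds plus 3 SD, cut at about 6.6% in these data, passing the limit was not always enough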;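 also: 100% uses oxytocin at 75 nM as the full agonist control; some results filed as inactive read as strong as hits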
Target sequence (P30559 whole entry, looked up): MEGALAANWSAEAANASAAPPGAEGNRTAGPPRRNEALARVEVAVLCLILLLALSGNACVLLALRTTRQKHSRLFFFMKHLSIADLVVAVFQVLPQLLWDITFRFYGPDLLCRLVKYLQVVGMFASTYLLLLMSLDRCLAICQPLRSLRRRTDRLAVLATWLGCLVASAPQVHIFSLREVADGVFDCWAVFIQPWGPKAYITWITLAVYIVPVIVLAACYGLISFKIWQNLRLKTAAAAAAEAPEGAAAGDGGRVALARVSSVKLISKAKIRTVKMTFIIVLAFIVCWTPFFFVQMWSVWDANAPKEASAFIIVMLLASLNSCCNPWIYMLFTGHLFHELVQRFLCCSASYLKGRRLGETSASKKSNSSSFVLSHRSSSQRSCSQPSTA
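System: human OTR in CHO cells; Also added: sub-maximal oxytocin, roughly EC15; Timing: compound 6 min at room temperature before oxytocin, 100 s read; Technique: Fluo-8 intracellular calcium fluorescence, ex 470-495, em 515-575 nm; Controls: oxytocin EC15 low and EC100 high; Replication: singlicate.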
CHO parental Ca: counter-screen: ATP calcium response change in parental CHO cells. parental CHO-K1, ATP-induced calcium, Fluo-8 fluorescence. inhibition, % at 5.6 µM. hit rate 0.63% among 330,000. AID 463079;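 active = inhibition above that plate's mean sample inhibition plus 3 SD, cut at about 26% in these data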;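 also: 0% = ATP-challenged DMSO wells and 100% = DMSO wells without ATP; some compounds past the cut are filed as inactive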
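Material: Parental CHO cells | Reagent: ATP | Compound dosing: Single nominal dose of 5.6 µM per compound | Detection: Intracellular calcium via Fluo-8 no-wash fluorescent dye | Read-out: % inhibition of ATP-induced calcium mobilization | Benchmarks: Low control ATP plus DMSO, high control DMSO only | Replicates: Singlicate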
V1R ag counter: V1a receptor agonism, counter-screen for OXTR agonists. CHO-V1R cells, Fluo-8 calcium fluorescence, agonist mode; 0% DMSO, 100% 3 nM vasopressin. activation, % at 3 µM. hit rate 0.25% among 320,000;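 active = activation above the mean activation of all tested compounds plus 3 SD, per screening run, cut at about 20% in these data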;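 also: signal is peak over basal fluorescence ratio across a 100 second FLIPR read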
TAAR1 antagonist: human TAAR1 antagonism; CHO RD-HGA16 TAAR1, Fluo-8 calcium fluorescence, antagonist; Q96RJ0; inhibition, % at 3 µM; AID 624466; hit rate 1.5% among 360,000;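 active = inhibition above a per-plate cutoff, the mean inhibition of test compounds on that plate plus 3 SD, cut at about 49% in these data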;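 also: 0% = DMSO plus EC80 beta-PEA response and 100% = DMSO alone without agonist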
Target sequence (Q96RJ0 whole entry, looked up): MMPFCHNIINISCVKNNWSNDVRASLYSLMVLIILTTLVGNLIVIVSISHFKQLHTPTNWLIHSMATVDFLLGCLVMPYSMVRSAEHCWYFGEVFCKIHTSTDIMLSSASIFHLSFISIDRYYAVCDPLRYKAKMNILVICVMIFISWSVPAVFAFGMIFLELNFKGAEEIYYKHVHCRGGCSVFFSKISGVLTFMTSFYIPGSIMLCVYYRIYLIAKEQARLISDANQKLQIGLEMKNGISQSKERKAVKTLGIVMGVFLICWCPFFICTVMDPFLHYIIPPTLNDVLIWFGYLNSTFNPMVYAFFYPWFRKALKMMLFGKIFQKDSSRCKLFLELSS
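test system = CHO RD-HGA16 cells bearing hTAAR1 | replication = singlicate | controls = DMSO-only wells and EC80 β-PEA-stimulated wells | reagent = EC80 β-phenethylamine stimulus | read-out basis = percent inhibition of PEA-evoked calcium signal, max/basal emission ratio | schedule = seeding 17-24 h prior, 75-min 37 °C, 30-min RT dye loading | signal = kinetic Fluo-8 calcium fluorescence measurement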
TAAR1 ag: agonists of human TAAR1; Q96RJ0; CHO RD-HGA16 TAAR1, Fluo-8 calcium fluorescence; vehicle wells 0%, saturating PEA agonist 100%; activation, % at 3 µM; hit rate 0.99% among 360,000; AID 624467;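 active = activation above the mean activation of all test compounds in the run plus 3 SD, cut at about 38% in these data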
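Assay system: CHO-derived RD-HGA16 cells with stable Gα16 and human TAAR1; timing: 17-24 h seeding, 75 min 37 °C dye, 30 min RT; read-out: % activation from peak over basal fluorescence ratio, DMSO-to-PEA scaled; measured by: kinetic Fluo-8 calcium fluorescence; benchmarks: low control DMSO, high control PEA (EC100); doses: 3 µM single concentration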
M1 ag: human M1 muscarinic receptor agonism; P11229; CHO-K1 hM1, Fluo-8 calcium fluorescence, agonist mode; 0% DMSO, 100% acetylcholine EC100; activation, % at 3 µM; hit rate 0.33% among 360,000;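 active = activation above the run's mean compound activation plus 3 SD, cut at about 16% in these data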;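 also: peak over basal fluorescence ratio within a 140 s kinetic read after compound addition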
Starred values were filed as active, the others as inactive; · = not tested or not shown.

SMILES	CHO-K1 Ca antag	M1 ag parental	CHO-K1 Ca PAM	OXTR potentiate	CHO parental Ca	V1R ag counter	TAAR1 antagonist	TAAR1 ag	M1 ag
O=C(CN1C(=O)c2ccc([N+](=O)[O-])cc2C1=O)NCC1CCCO1 (configuration not stated)	5	-0.2	10	-18	3	0.7	-57	5	-2
CC(=O)N(C)c1ccc(NC(=O)c2cnn(C)c2)cc1	-2	-0.2	-4	-14	0	0.2	11	15	0
CCCc1cc(=O)n2[nH]c(-c3cccc(Br)c3)cc2n1	-1	0.1	-6	2	1	2.4	-6	1	0
O=S(=O)(NCc1csc(-c2cccnc2)n1)c1ccc2c(c1)OCCO2	2	2.0	20	-20	-12	3.1	-18	0	-2
COc1ccc2[nH]c(=O)c(CNc3ccccc3)cc2c1	3	0.3	-7	-2	-10	1.0	-7	8	-4
COc1cccc(N(CC(=O)Nc2cccc(C(C)=O)c2)S(C)(=O)=O)c1	-16	0.7	7	-3	-19	1.0	-10	-1	-1
Cc1cc(C)cc(N(C(=O)c2sc(C)nc2C)C(C(=O)NCc2ccco2)c2ccccc2)c1 (configuration not stated)	-8	1.7	27	-7	-20	-1.0	2	3	-7
O=c1c(Cc2c(F)cccc2Cl)c(O)ccn1C1CC1	6	0.6	-12	-12	22	1.0	0	4	-4
CCc1c(C)sc(NC(=O)c2ccco2)c1C(=O)N1CCOCC1	1	0.1	0	-1	-7	0.7	-2	3	-1
O=C(Nc1ccccc1C(=O)N1CCOCC1)C1CCCO1 (configuration not stated)	-12	0.4	12	-7	-2	0.5	11	10	0
Cc1[nH]nc(-c2cccnc2)c1N=NN(C)C	-11	1.6	24	·	·	·	-7	1	-3
CC(C)c1ccc(O)c(NC(=O)c2cncc(Br)c2)c1	10	1.4	-7	-2	-10	-0.8	3	5	-5
C[N+]1(CCCCSc2ccc(O)cc2)CCCCC1	-9	-0.1	-8	-6	11	0.4	-10	9	-11
COc1ccc(CN2CCN(C(C)C)C(CCO)C2)cc1Cn1cncn1 (configuration not stated)	2	0.1	9	-2	-22	0.5	-2	17	-13
CCOCCCNC(=O)c1c(C)[nH]c(C(=O)OCC)c1C	10	-0.1	1	-3	-6	0.7	2	1	-4
c1ccc(CNc2ncn[nH]2)cc1	8	0.1	1	·	·	·	-9	4	0
N#Cc1cccn1-c1nccc(-c2cccs2)n1	7	0.3	3	12	-18	0.3	-5	1	-8
O=c1c2[nH]c3ccccc3c2ncn1Cc1ccccn1	-7	0.1	13	-10	9	-0.2	-10	2	-4
CSC1=C(C#N)C2(CCCCC2)C(C(=O)Nc2ccccc2)=C(C)N1	-15	1.2	19	·	·	·	-15	-2	-4
CCN(CC(=O)Nc1c(F)cccc1F)C(=O)c1ccc(S(=O)(=O)N2CCCC2)cc1	-4	0.8	-8	0	-6	0.3	-9	0	-4
COc1ccc(OC)c(C(=O)c2ccccc2)c1	1	-0.7	2	-6	0	-0.7	-15	8	-3
COc1cccc(NC(=O)CSc2nnc(-c3ccc(C)cc3)o2)c1	-2	0.3	2	-1	-14	-0.1	51*	61*	-1
Cn1c(C(=O)N/N=C/c2ccccc2)cc2ccccc21	0	0.3	7	-5	-20	-1.2	2	0	-3
Cc1ccc(NC(=O)C2COc3ccccc3O2)cc1 (configuration not stated)	0	0.3	-8	2	-5	-0.8	7	3	-6
C=CCNC(=O)c1ccc(-c2ccc([N+](=O)[O-])cc2)o1	1	0.0	17	6	3	0.4	-17	-1	-5
Nc1c(S(=O)(=O)c2cccs2)c2nc3ccccc3nc2n1Cc1cccs1	-6	1.8	16	-5	1	3.3	14	4	-4
CCn1c(SCC(=O)Nc2sc3c(c2C#N)CCC(C(C)(C)C)C3)nnc1-c1ccco1 (configuration not stated)	-9	0.6	13	-5	1	-0.7	-1	2	0
Fc1ccc(COc2ccc(Cl)cc2/C=N/Nc2nc(N3CCCC3)nc(N3CCCC3)n2)cc1	6	3.6	0	-3	-9	0.6	11	1	-2
CN(C(=O)Cn1nnc(-c2cccc(C(F)(F)F)c2)n1)C1CCCCC1	-8	0.2	19	-3	-7	0.0	0	1	-3
COc1ccc(C(=O)CC(=O)C(=O)Nc2ccc([N+](=O)[O-])cc2C)cc1	2	-0.1	-11	-16	-13	0.0	-9	5	3
Cn1cc(Cc2ccc(C(=O)N3CCOCC3)cn2)c2ccccc21	-2	-0.4	15	·	·	·	-11	1	-3
COc1ccc(CCC(=O)N2CCc3ccccc32)cc1	-3	0.1	8	-17	-12	1.4	15	5	-5
Fc1ccccc1-n1c(-c2ccc3ccccc3n2)n[nH]c1=S	-11	2.1	11	0	20	-0.3	-13	3	-6
OC(COc1ccccc1)CSc1ncn[nH]1 (configuration not stated)	-3	0.2	0	1	-5	0.7	2	6	-4
CC(=O)Nc1ccc(S(=O)(=O)c2ccc(C)cc2)cc1	0	0.2	1	-4	-16	2.3	7	3	-5
CC(OC(=O)c1ccc(Cl)cc1)C(=O)NCC1CCCCC1 (configuration not stated)	1	-0.6	4	-1	-16	-0.5	-8	2	-3
CC1CCC(C(C)C)C(OCC[N+](C)(C)C)C1 (configuration not stated)	-4	0.5	-9	-1	-3	0.4	6	0	-10
C=CCn1c(SCC(=O)c2cc(C)n(C(C)COC)c2C)nc2sc(C)c(C)c2c1=O (configuration not stated)	17	2.3	-4	-3	36*	-0.7	24	10	-5
CCCN1CCc2c(sc3nc(SCC)n(-c4ccc(OC)cc4)c(=O)c23)C1	1	-0.1	14	·	·	·	·	·	-9
COc1ccc(N(C)C(=O)CCC(=O)Nc2ccc3nc(N4CCOCC4)cc(C)c3c2)c(OC)c1	-1	1.1	-7	1	-11	-1.0	36	7	-6

Taken from the entries so far, two compounds:
SMILES	CHO-K1 Ca antag	M1 ag parental	CHO-K1 Ca PAM	OXTR potentiate	CHO parental Ca	V1R ag counter	TAAR1 antagonist	TAAR1 ag	M1 ag
CCCN1CCc2c(sc3nc(SCC)n(-c4ccc(OC)cc4)c(=O)c23)C1	1	-0.1	14	·	·	·	·	·	-9
COc1ccc(N(C)C(=O)CCC(=O)Nc2ccc3nc(N4CCOCC4)cc(C)c3c2)c(OC)c1	-1	1.1	-7	1	-11	-1.0	36	7	-6

Next results
SMILES	CHO-K1 Ca antag	M1 ag parental	CHO-K1 Ca PAM	OXTR potentiate	CHO parental Ca	V1R ag counter	TAAR1 antagonist	TAAR1 ag	M1 ag
Cc1c(NC(=O)C(C)N(c2ccccc2)S(C)(=O)=O)c(=O)n(-c2ccccc2)n1C (configuration not stated)	0	-0.2	13	-7	-6	2.6	-8	5	-8
CC1=C(C#N)C(C)(C)C(C#N)=C(C)N1	-10	0.6	6	·	·	·	-2	1	-1
O=S(Cc1ccc(Cl)cc1)c1ccccc1 (configuration not stated)	-7	0.2	18	·	·	·	-22	0	-2
CC(C)C(c1nnnn1C1CCCC1)N1CCCc2ccccc21 (configuration not stated)	-11	-0.1	16	5	-29	-1.8	12	2	-7
Cc1csc2c(C#N)c(=O)c3c(n12)CCC3	-16	0.1	-4	-8	-9	-0.3	-2	9	-3
Cc1ccc(NC(=O)CSc2nc3ccccc3c(=O)n2CCCN2CCCCC2)cc1C	-6	-0.1	-2	-6	3	-0.5	-18	12	-4
COc1ccc2oc(C(=O)OCC(=O)NCc3ccccc3OC)c(C)c2c1	-15	-0.2	17	-4	56*	-1.2	91*	70*	-4
COc1ccc(NC(=O)c2ccc3nc(C)c(N(C)C(=O)CCc4ccccc4)n3c2)cc1OC	-4	1.8	23	·	·	·	12	1	0
COc1ccc(N2C(=S)NC3CS(=O)(=O)CC32)cc1 (configuration not stated)	-7	0.2	19	-11	-18	0.8	4	0	-5
C[C@H]1C=C(C(=O)NCc2nc3ccccc3[nH]2)O[C@@H](OCc2ccc(CO)cc2)C1	-7	0.5	3	-7	1	0.8	15	5	-7
C=CCOc1ccc(/C=C/C(=O)OCC(=O)NC2CCCCCC2)cc1	9	0.4	-3	-3	-5	0.3	-18	2	-2
c1cncc(-c2cn(C[C@H]3CC[C@@H]([C@@H]4CC[C@H](Cn5cc(-c6cccnc6)nn5)O4)O3)nn2)c1	-15	0.6	15	8	-15	1.4	-1	16	-7
CC(=O)c1ccc(NC(=S)NCc2ccco2)cc1	2	2.1	3	-6	18	2.2	-3	17	-3
Cc1nc2cc(NC(=O)NC(C)(C)C)ccc2n1C	-8	1.1	24	0	-5	0.3	4	6	-9
CN1CCN(C2Cc3cc(Cl)ccc3Sc3cc(F)ccc32)CC1 (configuration not stated)	-6	8.5	18	-8	5	6.3	8	31	-5
CC(C)=CCN1CCN(Cc2cnc(C)s2)CC1CCO (configuration not stated)	6	-0.5	-9	-2	-13	1.4	5	0	-9
N#C/C(=C\c1c(Oc2ccccc2F)nc2ccccn2c1=O)C(=O)NC1CCS(=O)(=O)C1 (configuration not stated)	-13	0.9	-19	-3	-10	0.3	8	2	-1
CCOC(=O)c1ccc(N=NN(C)C)cc1	-6	0.7	14	-1	-13	0.0	2	0	-3
Cc1ccc(-n2c(-c3cccs3)nc3nc4ccccc4nc32)cc1	·	·	·	4	-12	-0.2	0	-1	·
O=C(COC(=O)c1ccc(Cl)nc1)Nc1cccc(S(=O)(=O)N2CCCCC2)c1	-4	12	-7	-12	3	9.0	1	5	0
CCOc1ccc(NC(=S)N2CCc3cc(OC)c(OC)cc3C2COc2ccc3c(C)cc(=O)oc3c2)cc1 (configuration not stated)	-3	0.3	3	-9	-12	-0.1	-6	-1	-11
Oc1c(Br)cc(Br)cc1/C=N/N1CCN(Cc2ccccc2)CC1	-4	0.3	15	-2	-5	-0.9	-5	1	-3
CN1CCN(C/C(=C2/N=C(c3ccccc3)OC2=O)N(C)C)CC1	10	0.2	-11	-1	-10	1.6	-9	13	-8
COc1ccc(-n2c(-c3ccc(C(C)(C)C)cc3)n[nH]c2=S)c(OC)c1	-6	0.2	6	·	·	·	-9	3	-3
O=C(COc1ccc(Br)cc1)N/N=C1/SCC(=O)N1Cc1ccccc1	9	3.0	0	2	-18	0.9	-2	7	-6
C/C(=N\Nc1ccc([N+](=O)[O-])cc1)c1ccc(N2CCOCC2)cc1	-17	0.9	12	-3	3	1.3	42	11	-1
CCCn1nc(CC(=O)O)c2ccccc2c1=O	-11	0.6	25	-9	13	0.3	11	12	0
COC(=O)c1sccc1N(C)S(C)(=O)=O	-5	0.1	12	-14	1	0.7	-15	9	-6
Cc1nc2ccc(NC(=O)c3ccc(Cl)c(S(=O)(=O)N(C)c4ccccc4)c3)cc2s1	13	1.9	-9	-12	41*	6.6	51*	13	-4

Screening data from PubChem.

Rows were taken by chance; any-hit rate near 3.3%.
